Assay outcomes deposited in PubChem by several laboratories.
TROY signal inh = TROY signaling inhibition; Q293 LMP1-TROYcd NF-kB luciferase reporter, 4 h; inhibition, % at 10 µM; 360,000 tested, 0.98% active; AID 1347056;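 active = compounds whose plate-normalised and pattern-corrected inhibition of the luciferase reporter signal at the single screening dose is 50% or more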
CF NFkB inh = cystic fibrosis NF-kB activation inhibition; inhibition, % at 5 µM; KKLEB NF-kB-GFP reporter, PAF-induced, GFP fluorescence overnight; 360,000 tested, 0.86% active; AID 588850;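 active = at least 50% inhibition at 5 µM, scaled per plate between neutral and stimulator controls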;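 note: PAF is a Pseudomonas aeruginosa culture filtrate used as stimulus; plate controls were PAF-stimulated DMSO wells for no effect and unstimulated DMSO wells for full effect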
NR5A2 inv ag = suppresses constitutive activity of human LRH-1 | O00482 | HEK293T StAR-luciferase reporter, LRH-1 transfected, 24 h | inhibition, % at 3.6 µM | 360,000 tested, 0.13% active | AID 602396;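 active = inhibition above the mean inhibition of all tested compounds plus 3 SD, cut at about 73% in these data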;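 note: 0% = DMSO wells and 100% = reporter-only cells lacking LRH-1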
Target sequence (O00482 whole entry, looked up): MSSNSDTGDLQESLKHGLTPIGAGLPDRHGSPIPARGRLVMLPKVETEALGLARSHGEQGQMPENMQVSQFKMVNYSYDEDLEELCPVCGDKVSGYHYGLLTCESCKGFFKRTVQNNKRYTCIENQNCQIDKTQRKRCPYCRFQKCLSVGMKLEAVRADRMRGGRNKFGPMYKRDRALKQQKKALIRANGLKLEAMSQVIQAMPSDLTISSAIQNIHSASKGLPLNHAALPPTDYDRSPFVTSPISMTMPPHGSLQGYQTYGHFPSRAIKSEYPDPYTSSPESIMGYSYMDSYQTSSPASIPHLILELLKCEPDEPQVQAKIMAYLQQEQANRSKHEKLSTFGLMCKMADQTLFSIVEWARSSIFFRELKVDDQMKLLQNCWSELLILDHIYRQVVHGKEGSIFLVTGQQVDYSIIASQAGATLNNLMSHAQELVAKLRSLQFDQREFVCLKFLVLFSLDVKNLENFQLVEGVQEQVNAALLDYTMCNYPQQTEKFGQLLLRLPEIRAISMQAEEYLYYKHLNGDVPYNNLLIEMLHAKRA
TRAIL sens C8 = caspase-8 TRAIL sensitization. NB7+C8 cells + TRAIL, ATPlite viability luminescence. inhibition (viability loss, TRAIL sensitization), % at 10 µM. 360,000 tested, 1% active;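 active = compounds causing at least 50% loss of cell viability in the single-dose screen, relative to plate controls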
SRC1 inh = human NCOA1 inhibition; HEK293 GAL4-SRC1 luciferase reporter, luminescence; inhibition, % at 3.6 µM; 360,000 tested, 0.12% active; Q15788;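 active = inhibition above the campaign mean plus 3 SD, with each screening campaign given its own cutoff, cut at about 60% in these data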;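 note: 0% = DMSO treated cells and 100% = gossypol at 36 µM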
SRC2 inh = inhibits human steroid receptor coactivator 2; Q15596; HEK293 GAL4-SRC2 luciferase reporter, luminescence; inhibition, % at 9 µM; 370,000 tested, 0.17% active;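 active = inhibition above the mean inhibition of all tested compounds plus 3 SD, set per campaign, cut at about 52% in these data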;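 note: 0% = DMSO treated cells and 100% = cells given Gossypol at 36 µM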
SRC3 inh = inhibits human SRC3 coactivator. Q9Y6Q9. HEK293 GAL4-SRC3 luciferase reporter, luminescence. inhibition, % at 3.6 µM. 360,000 tested, 0.17% active. AID 588352;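 active = inhibition above a per-campaign cutoff, the mean of all compounds plus 3 SD, cut at about 60% in these data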;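 note: 0% = DMSO-treated cells and 100% = gossypol-treated cells at 36 µM; higher means less SRC3-driven luciferase light from the GAL4 reporter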
KKLEB cytotox = counter-screen for CF NF-kB inhibitors: cytotoxicity; KKLEB CF airway cells viability, ATPlite luminescence, overnight; hits give low values; cells stimulated with P. aeruginosa culture filtrate; 360,000 tested, 0.36% active; activity change (cytotoxicity), % at 5 µM;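 active = corrected activity change at or below -50% at 5 µM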
TWEAK-Fn14 inh = TWEAK-Fn14 signaling inhibition; AID 1159606; 360,000 tested, 2% active; TWEAK-stimulated Fn14 reporter cells, luciferase luminescence, 8 h; inhibition, % at 10 µM; in the data active = inhibition above about 50%
EBV LMP1 NFkB = Epstein-Barr LMP1 NF-kappaB reporter inhibition. inhibition, % at 12.5 µM. 350,000 tested, 0.69% active. LMP1-induced NF-kappaB luciferase reporter cells, luminescence; in the data active = inhibition above about 41%;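 note: 0% = neutral control wells and 100% = reference inhibitor control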
COUP-TFII inh = inhibitors of human COUP-TFII (NR2F2). AID 686940. P24468. 370,000 tested, 0.7% active. HEK293T NGFI-A luciferase reporter, luminescence. inhibition, % at 8.6 µM;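 active = inhibition above a per-plate cutoff, mean inhibition of test wells between control levels plus 3 SD, cut at about 38% in these data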;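 note: cells cotransfected with COUP-TFII expression vector driving the NGFI-A reporter; 0% = median of COUP-TF2 test wells and 100% = reporter-only cells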
Target sequence (P24468 whole entry, looked up): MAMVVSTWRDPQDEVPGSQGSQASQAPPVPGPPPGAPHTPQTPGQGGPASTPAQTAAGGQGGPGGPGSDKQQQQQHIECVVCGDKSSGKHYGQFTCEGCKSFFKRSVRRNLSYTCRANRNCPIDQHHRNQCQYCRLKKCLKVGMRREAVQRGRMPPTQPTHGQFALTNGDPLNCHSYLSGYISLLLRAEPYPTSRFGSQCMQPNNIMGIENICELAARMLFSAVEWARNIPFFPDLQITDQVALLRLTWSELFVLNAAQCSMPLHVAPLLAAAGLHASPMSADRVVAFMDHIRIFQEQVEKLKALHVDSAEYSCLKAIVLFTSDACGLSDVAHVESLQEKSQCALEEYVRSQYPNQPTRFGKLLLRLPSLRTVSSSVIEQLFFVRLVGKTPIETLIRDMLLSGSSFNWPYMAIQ
Numbers without * were called inactive; x = not tested or not shown.

SMILES	TROY signal inh	CF NFkB inh	NR5A2 inv ag	TRAIL sens C8	SRC1 inh	SRC2 inh	SRC3 inh	KKLEB cytotox	TWEAK-Fn14 inh	EBV LMP1 NFkB	COUP-TFII inh
COc1ccc(CC2c3cc(OC)c(OC)cc3CCN2C)cc1O (stereo unspecified)	-11	4	0	-9	-29	-19	0	-5	-3	-11	1
O=c1[nH]c(O)c(C=Nc2cc(F)cc(F)c2)c(=O)[nH]1	9	0	3	2	-23	9	-14	11	-6	5	-3
COC(=O)C1=C(c2ccc(S(C)(=O)=O)cc2)C[C@@H]2CC[C@H]1N2C(=O)NC1CC1	-7	9	10	-10	0	-8	2	8	-7	1	4
O=C(c1cccn2c(=O)c3ccccc3nc12)N1CCC2(CC1)OCCO2	6	-1	10	-22	-2	-10	-12	-6	-2	-9	-5
CCOC(=O)c1ccc(N2C(=O)CC(N3CCC(C#N)(c4ccccc4)CC3)C2=O)cc1 (stereo unspecified)	10	8	-10	-7	-1	11	-4	2	-2	-6	9
C[N+]12CCC(CC1)C(C#N)(N1CCOCC1)C2 (stereo unspecified)	-6	16	-3	1	2	3	0	6	4	8	-14
CCc1ccc(CN2CCN(C(=O)Cc3ccccc3)CC2)cc1	2	9	6	-1	-4	11	11	-9	-22	6	0
CC12CN3CC(C)(CN(C1)P3(=O)Oc1ccccc1)C2=O (stereo unspecified)	13	-5	-1	-11	-9	3	-4	10	16	2	26
COc1ccccc1N1CCN(Cc2c(F)cccc2Cl)CC1	0	4	1	-4	-43	-13	26	-2	0	-3	-1
O=C1NC(=O)N(c2ccc3c(c2)OCO3)C(=O)/C1=C/c1ccc(N2CCCC2)o1	-26	1	7	-6	-9	2	17	-7	15	2	13
CN(C)C(=O)Oc1ccc(Cl)c2ccccc12	-11	9	17	-11	-10	29	16	-2	-8	-17	-9
OC(CN1CC=C(c2ccccc2)CC1)c1ccccc1 (stereo unspecified)	-15	8	-6	26	-2	-4	-3	2	6	-10	-2
C=CCn1c(O)c(C(C)=Nc2ccc(C(=O)OCC)cc2)c(=O)[nH]c1=O	13	3	1	-3	-6	-8	6	-1	2	-10	8
CN1CCN(CCC(=O)OC2CC3CCC(C2)N3C)CC1 (stereo unspecified)	-4	1	8	-10	4	-2	18	2	-2	3	17
CCNc1ccc(P(=S)(N(C)C)N(C)C)cc1	3	-6	-7	-54	-3	x	22	5	1	1	x
O=c1[nH]c(=O)n(Cc2ccc(F)cc2)c(O)c1C=NCc1cccnc1	4	8	-11	9	-37	-29	17	6	4	2	4
O=C1NC(=S)N(c2ccccc2)C(=O)/C1=C/c1ccco1	14	3	2	-5	-52	0	-18	4	-18	30	2
COCCOC(=O)c1c(C)n(C)c2ccc(OC(=O)N(C)C)cc12	3	7	-16	-6	2	-2	16	-9	-16	-1	14
Cc1cccc(-n2c(/C=C/c3ccc([N+](=O)[O-])o3)nc3ccccc3c2=O)c1	-6	-6	20	-3	0	-10	-5	12	95*	84*	-7
COc1ccc(OC(=O)N(C)C[C@@H]2OCc3cnnn3CCCC(=O)N([C@@H](C)CO)C[C@H]2C)cc1	-4	-11	17	9	-91	-19	-10	3	13	-1	-11
Cc1ccc(CC2C(=O)N(C)C(=O)N(C)C2=O)s1	-2	2	-10	-4	-16	-15	-14	-1	4	4	-3
CSCc1nnc2n1-c1ccc(Cl)cc1C(c1ccccc1)=NC2	-7	8	14	-11	-7	3	20	5	-2	2	-12
Cc1ccc(CS(=O)(=O)CCC(=O)N2CCC3(CC2)OCCO3)cc1	6	-4	-24	-8	1	-2	-7	-1	-9	-13	-14
Cc1cc(C)n(CCOC(=O)C2C(C=C(Cl)Cl)C2(C)C)n1 (stereo unspecified)	8	10	3	6	-12	-3	24	-6	16	-15	0
Cc1ccc(S(=O)(=O)NC(Cc2cnc[nH]2)C(=O)O)cc1 (stereo unspecified)	10	1	-8	-3	-20	-2	6	11	-23	3	-13
CC1CN1c1cc2c(c3c1ccn3C)C1CCC2C1 (stereo unspecified)	-8	-6	7	-20	9	-20	8	0	12	x	3
CCCCCCC(C)(C)c1ccc([C@@H]2C[C@H](O)CC[C@H]2CCCO)c(O)c1	38	-5	12	4	-22	-11	-1	-10	12	-3	5
CCC(C)n1c(O)c(C=NC(C)c2ccccc2)c(=O)[nH]c1=S (stereo unspecified)	-11	7	9	12	-6	-1	-16	-4	17	2	2
CC/C(=N\N1CCCCCC1)c1c(O)n(-c2ccc(C)cc2)c(=O)[nH]c1=O	-12	9	-7	-9	4	-21	9	3	-1	-3	0
COc1cccc(N2C(=O)NC(=O)/C(=C\c3ccc([N+](=O)[O-])s3)C2=O)c1	-5	5	12	-9	12	-13	6	-11	3	1	10
N#CC1=C(N)Oc2cc(O)ccc2C1c1ccc2c(c1)OCO2 (stereo unspecified)	-3	9	-7	16	-2	-34	12	1	18	-7	1
CCOc1ccc(C2C(C#N)=C(N)Oc3c2c(=O)oc2ccccc32)cc1 (stereo unspecified)	9	-4	-9	-9	5	5	6	-1	1	1	5
Cc1cc(C(=O)N2CCC3(CC2)OCCO3)cs1	8	-5	-12	-27	-10	-5	0	-4	1	-1	-6
CCC1(NS(=O)(=O)c2ccc(N)cc2)C(=O)N(C)C(=O)N(C)C1=O	19	-21	-1	-6	-17	-21	-1	24	16	4	-19
O=C(c1ccccc1F)c1cn(CC(=O)N2CCCC2)c2ccccc12	22	2	8	-2	7	-32	17	13	12	-5	-5
Fc1cccc(-c2ccc3c(c2)CNCc2cnnn2-3)c1	-5	-14	-14	0	-15	-21	-14	3	-23	x	-3
O=C1NCN(c2ccccc2)C12CCN(C(c1cccc3ccccc13)c1nnnn1Cc1ccccc1)CC2 (stereo unspecified)	-12	42	-18	-11	6	-1	-41	-11	46	x	20
COc1cc2c(cc1O)CC1c3c(cc(O)c(OC)c3-2)CCN1C (stereo unspecified)	-26	-27	-5	11	-7	4	10	10	2	3	3
C=CCN1C(=O)NC(=O)/C(=C\c2ccc(-c3ccccc3[N+](=O)[O-])o2)C1=O	20	5	-21	-3	-8	-28	14	1	26	-6	-8
Cc1cc(OCC(=O)N2CCC(C(=O)O)(c3ccccc3)CC2)c2c(C)c(C)c(=O)oc2c1	5	-18	3	-4	-12	6	2	-10	1	2	11
Cc1cc(C=C2C(=O)N(C)C(=S)N(C)C2=O)c(C)n1C1CCCC1	17	-9	-3	-3	-5	10	6	4	6	1	13
COc1ccc(N2CCN(CCCN)CC2)cc1	-3	4	18	-8	-3	-31	4	-1	-3	-1	6
CC12CCC3C(CCC4(O)CC(O)CCC34C=NO)C1(O)CCC2C1=COC(=O)C1 (stereo unspecified)	35	85*	99*	69*	87*	42	89*	-48	76*	62*	81*
CC(NC1CCCCC1)C(O)C12CC3CC(CC(C3)C1)C2 (stereo unspecified)	2	10	20	-21	2	-14	19	0	0	-9	-8
c1ccc2c(CN3CCCCC3)c[nH]c2c1	-3	-3	-2	-3	-7	1	9	3	20	-6	-8
COc1cc(/C=C2\C(=O)NC(=O)N(CCc3ccc(F)cc3)C2=O)ccc1O	0	-30	6	4	7	6	-5	14	4	1	1
CC/C(=N\NC(=O)c1ccccc1)c1c(O)n(C2CCCCC2)c(=O)[nH]c1=O	-41	-6	-91	-16	-84	-85	-50	-2	17	1	-61
CCOC(=O)c1c(C)n(CCOC)c2ccc(O)cc12	8	1	-4	-12	-2	1	4	-4	6	-2	-9
CCOP(=O)(OCC)/C(C#N)=C/c1ccoc1	6	4	8	-16	0	18	-7	2	1	4	2
Cc1ccc(P(=S)(c2ccc(C)o2)N2CCOCC2)o1	x	-2	3	-6	-27	-2	7	-2	73*	-2	-6
COc1ccc(C2NCCc3[nH]cnc32)cc1 (stereo unspecified)	-6	-11	0	30	-15	-14	4	9	10	-1	0
CN1C(=O)C(C2c3ccccc3C(=O)N2Cc2ccccc2)C(=O)N(C)C1=O (stereo unspecified)	51*	-4	-3	-5	4	3	1	-5	11	-8	-1
O=C(CNC(=O)c1ccccc1)Nc1ccc(Br)cc1C(=O)c1ccccc1	-42	-8	13	2	3	2	30	2	-3	8	0
Cc1[nH]c2c(C(F)(F)F)cccc2c1CCN	-17	3	17	5	-5	-11	-17	2	2	2	6
CN1c2ccc([N+](=O)[O-])cc2CC2(C(=O)NC(=O)NC2=O)C1c1ccccc1 (stereo unspecified)	6	4	10	-11	6	-9	8	-6	0	0	-17
O=C(c1cccs1)C1CN2CCC1CC2 (stereo unspecified)	3	-1	-8	15	-20	-27	-18	-10	-11	-7	-4
CCC12CN3CC(CC)(CN(C1)C3c1cccnc1)C2=O (stereo unspecified)	-3	-4	-4	18	0	-8	1	6	15	7	-4
Nc1ccc2c(c1)Cc1ccccc1-2	-23	-6	-69	31	-32	-18	-44	-3	-44	-34	-33
C=CCN1C(=O)/C(=C/c2cccs2)C(=O)NC1=S	11	-24	-2	18	-26	5	8	-4	5	6	3
Cc1cc(OCc2nn[nH]n2)c2c3c(c(=O)oc2c1)CCCC3	20	-16	31	29	-15	-8	12	7	-8	-7	16

Continuation:
SMILES	TROY signal inh	CF NFkB inh	NR5A2 inv ag	TRAIL sens C8	SRC1 inh	SRC2 inh	SRC3 inh	KKLEB cytotox	TWEAK-Fn14 inh	EBV LMP1 NFkB	COUP-TFII inh
COc1ccc(C)cc1NC(=O)c1c(C)nn(Cc2ccccc2)c1Cl	-2	6	-10	3	1	-2	15	-16	-12	-2	5
CCOc1ccc(N=Cc2c(O)n(-c3ccc(C)c(C)c3)c(=O)[nH]c2=O)cc1	4	7	8	2	20	-22	23	-16	12	x	11
O=c1[nH]c2ccccc2n1C1CCN(C(c2ccnc3ccccc23)c2nnnn2Cc2ccccc2)CC1 (stereo unspecified)	74*	40	13	19	13	-14	3	-14	28	x	0
COc1ccc(-c2ccc3n2Cc2cnnn2-c2ccccc2-3)cc1	-43	12	-16	10	-28	-7	-19	-3	27	2	-1
O=C(O)c1ccc([N+](=O)[O-])c([N+](=O)[O-])c1	7	13	12	-11	-3	5	2	-12	1	-13	-3
N=C1SCC(=O)N1Cc1ccccc1	0	-13	-1	4	-9	14	15	-2	-1	-9	1
O=C(NN=Cc1ccc(N(CCCl)CCCl)cc1)c1cc(=O)[nH]c(=O)[nH]1	3	-8	23	7	-1	-15	-2	6	4	39	-3
CCN(CC)CC(=O)Nc1ccc(Cl)cc1C(=O)c1ccccc1	-16	0	1	2	-13	13	2	3	9	5	9
Cc1ccc(CN2C3CCCC2CC(NC(=S)NCc2ccccc2)C3)cc1 (stereo unspecified)	11	15	-3	11	-12	-30	2	-11	-3	-1	-6
Clc1cccc(NC2=NCCS2)c1	-6	-12	-2	-12	-14	-12	2	-5	5	-6	-2

Arranged by heavy-atom count (ascending): some entries from above
SMILES	TROY signal inh	CF NFkB inh	NR5A2 inv ag	TRAIL sens C8	SRC1 inh	SRC2 inh	SRC3 inh	KKLEB cytotox	TWEAK-Fn14 inh	EBV LMP1 NFkB	COUP-TFII inh
Clc1cccc(NC2=NCCS2)c1	-6	-12	-2	-12	-14	-12	2	-5	5	-6	-2
O=C(O)c1ccc([N+](=O)[O-])c([N+](=O)[O-])c1	7	13	12	-11	-3	5	2	-12	1	-13	-3
CCOc1ccc(N=Cc2c(O)n(-c3ccc(C)c(C)c3)c(=O)[nH]c2=O)cc1	4	7	8	2	20	-22	23	-16	12	x	11

An excerpt, so the mix of outcomes need not match the whole.
